# From PubChem BioAssay
# SUMO HTRF inh – inhibitors of in vitro SUMOylation cascade, primary screen, biochemical, HTRF, uHTS | 0.36% of 290,000 active | SUMO-conjugating enzyme UBC9 (Homo sapiens), P63279 | HTRF SUMOylation assay, SAE1/SAE2 + UBC9 | inhibition, % at 35 µM; in the data active = inhibition above about 50%, passing the limit was not always enough; note: strong numbers were not always called active
# Target sequence (P63279 whole entry, looked up): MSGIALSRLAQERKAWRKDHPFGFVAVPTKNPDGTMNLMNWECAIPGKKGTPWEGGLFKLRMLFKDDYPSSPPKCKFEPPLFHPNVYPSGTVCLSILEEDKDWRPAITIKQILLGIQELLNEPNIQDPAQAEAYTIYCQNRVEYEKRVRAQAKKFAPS
# IDE cell activ – human IDE activators in live cells, primary screen, fluorescence polarization, HEK cells, FAbeta-B substrate | Insulin-degrading enzyme (Homo sapiens), P14735 | FAbeta-B cleavage; 0% vehicle, 100% cell-free pure enzyme wells | activation, % at 5.96 µM | 0.073% of 340,000 active;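 active = activation above the mean of all tested compounds plus 3 SD, set per screening campaign, cut at about 17% in these data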
# IMP-1 inh – IMP-1 metallo-beta-lactamase inhibitors, primary screen, biochemical, epi-absorbance readout, Pseudomonas aeruginosa enzyme | 0.45% of 290,000 active | metallo-beta-lactamase IMP-1 (Pseudomonas aeruginosa) | purified IMP-1, nitrocefin hydrolysis, epi-absorbance fluorescence | inhibition, % at 5.6 µM | AID 1556, 2009;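 active = inhibition above the mean plus 3 SD of all compounds in the same screening run, cut at about 4.5% in these data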;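 note: 0% = IMP-1 with DMSO and 100% = DMSO wells lacking enzyme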
#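 System – purified recombinant IMP-1 beta-lactamase · Input – IMP-1 dispensed at 0.2 nM · Timing – 15 min preincubation plus 25 min reaction at 25 °C · Signal – Epi-absorbance fluorescence, 480 nm excitation, 530 nm emission · Measure – percent IMP-1 inhibition derived from blank-referenced optical density · Controls – Enzyme-plus-DMSO low control, enzyme-free DMSO high control · Replication – singlicate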
# IDE inh – human IDE inhibitors in live cells, primary screen, fluorescence polarization, HEK cells, FAbetaB substrate. FAbetaB cleavage. inhibition, % at 5.59 µM. AID 434962, 2010. 0.41% of 320,000 active;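 active = percent inhibition above the average of all tested compounds plus 3 SD, set per screening campaign, cut at about 16% in these data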;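 note: IDE supplied by intact live HEK cells; FP after avidin binding of uncleaved biotin substrate so inhibition keeps polarization high; 0% = DMSO wells and 100% = 60 µM reference IDE inhibitor Ii1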
# NS3 helicase inh – inhibitors of HCV NS3 helicase, primary screen, biochemical, Cy5 molecular beacon fluorescence | Hepatitis C virus NS3 helicase | NS3 helicase DNA unwinding | inhibition, % at 10.9 µM | 0.56% of 290,000 active;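 active = inhibition above the mean of all tested compounds plus 3 SD, set per campaign, cut at about 35% in these data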;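 note: 0% = DMSO wells and 100% = thioflavine S control wells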
#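 Assay system: hepatitis C virus NS3 helicase domain fragment enzyme. Also added: annealed dual-labelled DNA beacon duplex, ATP-started. Timing: 1 h reaction at 25 °C, ATP-initiated. Technique: Cy5 fluorescence at 0 and 60 min, beacon hairpin quenching. Evaluation: % inhibition of unwinding. Replication: one well per compound.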
# GalR3 antag – GalR3 antagonists in HEK293 cells, primary screen, cell-based, fluorescence readout; HEK293 GalR3-CNG cAMP membrane potential fluorescence; galR3 body fused to GalR1 C-terminus; inhibition, % at 3 µM; 0.44% of 360,000 active;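 active = inhibition above the screen-wide average plus 3 SD, cut at about 13% in these data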;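 note: forskolin and galanin both at EC90 stimulate the cells; cAMP rise reported by CNG channel membrane potential dye signal; 0% = forskolin plus galanin with DMSO and 100% = forskolin alone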
# Target sequence (O60755 1-299 limits assumed): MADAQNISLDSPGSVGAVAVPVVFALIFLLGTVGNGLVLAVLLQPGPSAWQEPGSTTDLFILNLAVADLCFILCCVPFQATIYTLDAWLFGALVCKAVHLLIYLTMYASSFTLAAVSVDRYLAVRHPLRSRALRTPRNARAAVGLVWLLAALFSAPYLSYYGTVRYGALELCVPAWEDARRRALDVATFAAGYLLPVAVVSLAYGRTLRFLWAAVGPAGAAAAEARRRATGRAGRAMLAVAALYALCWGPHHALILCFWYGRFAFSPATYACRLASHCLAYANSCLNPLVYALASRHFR
# CRFR2-BP antag – antagonists of CRF-BP/CRF-R2 complex, primary screen, cell-based, HEK293, calcium dye fluorescence, uHTS | inhibition, % at 11.8 µM | 0.59% of 350,000 active | CRF-induced calcium fluorescence;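 active = inhibition of the ligand-induced calcium signal above about 50% at the single tested concentration, limit read from the data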
# pCIP destab – p/CIP-EGFP fusion destabilizers, primary screen, fluorescence, F442A cells; Q05BA5; 16 h; decrease of EGFP signal, % at 10 µM; 0.01% of 290,000 active; AID 1984, 2009;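 active = EGFP signal decrease of at least 30% at 10 µM or well 3 SD below plate mean, unless failing retest; inactive = the rest, including hits failing retest or dose response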; note: some compounds called inactive have numbers as strong as hits; many of its hits are not listed in these tables
# VIM-2 inh – VIM-2 metallo-beta-lactamase inhibitors, primary screen, biochemical, epi-absorbance readout, Pseudomonas aeruginosa enzyme; inhibition, % at 5.6 µM; 0.89% of 290,000 active; purified VIM-2, nitrocefin hydrolysis, epi-absorbance fluorescence;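 active = inhibition above the mean of all tested compounds plus 3 SD, cutoff set per screening run, cut at about 7.5% in these data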;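 note: red hydrolysis product quenches plate fluorescence so inhibitors raise well fluorescence; 0% = enzyme with DMSO and 100% = DMSO without enzyme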
# Numbers without * were called inactive; nt = not tested or not shown.
SMILES,SUMO HTRF inh,IDE cell activ,IMP-1 inh,IDE inh,NS3 helicase inh,GalR3 antag,CRFR2-BP antag,pCIP destab,VIM-2 inh
Cc1cc(-c2ccccc2)nc(=O)[nH]1,-3,2,-2.9,-6,-3,-4,32,2,-2.0
Cc1ccc(-c2csc(NC(=O)CSC3=NCCS3)n2)cc1,19,-5,-2.0,8,-10,-3,-58,-3,-1.4
COc1ccc(CN(C(=O)CNC(=O)c2ccco2)C(C(=O)NCC2CCCO2)c2ccc(OC)c(OC)c2)cc1 (stereo unspecified),0,0,-3.5,3,26,-9,8,6,-0.6
COc1cccc(C(=O)N2N=C(c3ccccc3)CC2(O)C(F)(F)F)c1 (stereo unspecified),-13,3,-1.8,-4,9,-10,15,0,1.1
COc1ccc(CCNC(=O)c2ccc(-c3ccc([N+](=O)[O-])cc3)o2)cc1OC,4,-5,0.3,7,12,-3,7,-18,-0.5
COc1cc(C(O)C(=O)O)ccc1O (stereo unspecified),nt,3,nt,2,nt,-1,19,nt,nt
O=C(CN1CCN(Cc2ccc3c(c2)OCO3)CC1)c1c[nH]c2ccccc12,8,4,-1.7,1,-12,-4,-2,-3,-1.3
COc1ccc(NC(=O)CSc2nccn2Cc2ccc(F)cc2)cc1,11,2,-0.9,2,3,-2,3,-3,-2.2
CC(C)(C)c1ccc(C(=O)N2CCC(C(=O)c3ccccc3)CC2)cc1,-12,4,1.8,8,10,-11,24,12,0.1
COc1ccc(-c2nnc(SCC(=O)NCc3cccs3)n2CC(C)C)cc1,-2,2,-3.9,4,8,-2,7,2,-2.2
COc1ccc(N(C(=O)c2cnccn2)C(C(=O)NC2CCCCC2)c2ccc(O)cc2)cc1 (stereo unspecified),-5,5,-2.3,7,0,-7,27,-7,-1.6
Cc1ccc(-c2cc(C(=O)NCCCN3CCCC3)c3ccccc3n2)cc1C,nt,2,-0.7,1,-32,-7,-21,-3,0.6
COc1ccccc1NC(=O)C1=C(C)Nc2nnnn2C1c1cccc(Br)c1 (stereo unspecified),0,2,-0.9,1,-4,-5,-11,12,0.6
O=C(NC(=S)Nc1cc([N+](=O)[O-])ccc1O)C1CC1,10,2,-2.5,-2,9,-3,16,5,-4.2
COc1ccc(C(C)NC(=O)Cc2cccs2)cc1OC (stereo unspecified),0,3,-0.3,-2,9,0,-2,9,-0.1
CCOC(=O)c1ccc(-c2ccc(/C=N/NC(=O)CN(c3ccccc3Cl)S(C)(=O)=O)o2)cc1,-7,3,-3.1,-5,-9,-5,-3,-4,-2.2
Cc1sc2nc(SCc3ccccc3)n(Cc3ccco3)c(=O)c2c1C,0,2,-0.5,-1,3,-5,-14,1,-2.8
Fc1cccc(Cc2noc(CN3CCCCC3c3ccccn3)n2)c1 (stereo unspecified),0,3,-2.5,0,-5,-3,5,-17,-0.8
CCCOC(=O)c1ccc(-c2c(C)noc2-c2ccc(OC)cc2O)o1,-16,11,-0.8,2,-14,6,4,-19,-3.2
Cc1ccc(NC(=O)CN2C(=O)C(C)Oc3ccccc32)nc1 (stereo unspecified),-17,-4,-2.3,0,7,nt,-11,8,-3.8
CCC(=O)NC(=S)Nc1ccc(NC(=O)c2ccc([N+](=O)[O-])cc2)cc1,18,-7,-0.9,1,0,4,1,-2,-1.2
CCn1c(=S)sc2c(=O)n(CC(=O)Nc3cccc(OC)c3)c(C)nc21,-1,4,-3.6,9,-3,-3,-12,14,-1.1
COc1cccc(-n2c(CCn3nc(C)c([N+](=O)[O-])c3C)n[nH]c2=S)c1,-4,-1,-2.6,1,-1,-4,9,-1,14*
C/C(=N\NC(=O)CNc1cccc(C(F)(F)F)c1)c1ccc(Br)cc1,10,2,-2.2,3,-6,-3,-48,-13,-5.2
CC1CCCC(C(=O)O)N1C(=O)CCSSCCC(=O)N1C(C)CCCC1C(=O)O (stereo unspecified),20,7,-5.0,-1,-2,-2,-6,-9,-4.1
# (next part)
SMILES,SUMO HTRF inh,IDE cell activ,IMP-1 inh,IDE inh,NS3 helicase inh,GalR3 antag,CRFR2-BP antag,pCIP destab,VIM-2 inh
O=C(Cn1cnc2c(OCc3ccccc3)ncnc21)NCCCn1ccnc1,nt,6,nt,3,nt,1,8,nt,nt
Cc1cc(C(=O)Nc2cccc(S(=O)(=O)N3CCOCC3)c2)c2ccccc2n1,nt,5,nt,-2,nt,-6,-5,nt,nt
Cc1cc(C(F)(F)F)n2nc(-c3cnn(C)c3C(F)(F)F)c(Cl)c2n1,8,7,-2.1,-3,3,-4,18,-16,0.1
COc1ccc([C@@H](C)NC(=O)c2ccc3oc(C(C)C)nc3c2)cc1,-10,-3,-2.8,4,1,0,2,0,-1.7
CC1(C)CC(=O)C=C(NCCN2CCN(C(=O)Nc3ccc(Cl)cc3)CC2)C1,6,-3,-0.5,0,-10,-5,-6,-3,-2.4
CCOc1ccc(S(=O)(=O)N2Cc3ccccc3CC2C(=O)NCCCn2ccnc2)cc1 (stereo unspecified),20,-4,-1.2,-3,-12,-2,-3,1,1.0
COc1ccc(Cl)cc1C(=O)N1CCC2(CC1)CC(=O)c1ccccc1O2,nt,1,nt,-2,nt,-8,-2,nt,nt
CCOC(=O)N1CCN(c2ccc([N+](=O)[O-])cc2)CC1,8,-1,-2.0,2,5,2,26,-2,-3.2
Cc1csc2cc(-c3cccc([N+](=O)[O-])c3)c(-c3cccc([N+](=O)[O-])c3)c[n+]12,1,3,-3.8,2,-12,-8,9,2,-1.4
COc1ccccc1NS(=O)(=O)c1ccc(C(=O)NCCCn2ccnc2)cc1,nt,4,nt,4,nt,-5,-5,nt,nt
COc1cccc(-n2nc(C(=O)Nc3ccc4c(c3)OCO4)c3ccccc3c2=O)c1,-4,-4,-3.3,-2,4,nt,14,2,-0.9
CCn1c(N)nc2c1c(=O)n(C)c(=O)n2C,-16,1,-1.7,0,1,4,27,-8,-0.6
COc1cccc(SCc2noc(C(=O)NCCN(C)C)c2C(=O)NCCN(C)C)c1,nt,2,nt,1,nt,-1,-3,nt,nt
Nc1nc(-c2cccnc2)nn1C(=O)CCc1ccccc1,nt,1,-2.1,6,-2,-3,22,nt,-3.5
O=C(OCC(=O)N1CCCc2ccccc21)c1cc(Br)ccc1O,nt,-1,nt,1,nt,-4,-10,nt,nt
COc1ccc(C(=O)OCc2nnc(-c3ccccc3)o2)cc1S(=O)(=O)N1CCOCC1,nt,1,nt,8,nt,0,4,nt,nt
O=C(CSc1ncn[nH]1)NNC(=O)c1ccccc1,nt,0,nt,-3,nt,-3,-8,nt,nt
CCC(C)CCN1C(Nc2ccccc2)=NC[C@@H]1C (stereo partly specified),12,1,-3.5,-5,4,-4,-4,-9,-0.9
COc1ccc(OC)c(C(=O)CSc2nc3cccnc3n2C)c1,15,4,-0.9,4,-9,-1,13,1,5.1
Cc1ccc(C(=O)N/C(=C\c2ccccc2)C(=O)NCC2CCCO2)cc1 (stereo unspecified),-2,1,-3.6,-2,-5,-2,-1,-17,-3.1
Cc1nn(S(=O)(=O)c2cccc([N+](=O)[O-])c2)c(C)c1S(=O)(=O)N1CCOCC1,7,9,-2.2,1,4,-5,7,-4,-1.3
C=CC[C@@H](CC(=O)N[C@H](CO)Cc1ccccc1)C(=O)NCCOC(=O)[C@@H](CC=C)CC(=O)OC(C)(C)C,nt,2,nt,-1,nt,-2,2,nt,nt
COc1ccc(S(=O)(=O)N2CCN(c3ccc(F)cc3)CC2)cc1OC,8,0,-0.2,-9,5,-1,-2,-4,-0.6
O=C(O)c1cccc(NC2=C(n3nnc4ccccc43)C(=O)c3ccccc3C2=O)c1,25,9,-2.7,-3,-2,-2,-2,-8,-0.3
CN(C)CCCN(CCCNC(=O)/C=N/O)Cc1ccccc1,0,2,-3.5,-5,-2,-4,6,-2,0.1

# Marked active in VIM-2 inh, among the entries above:
SMILES,SUMO HTRF inh,IDE cell activ,IMP-1 inh,IDE inh,NS3 helicase inh,GalR3 antag,CRFR2-BP antag,pCIP destab,VIM-2 inh
COc1cccc(-n2c(CCn3nc(C)c([N+](=O)[O-])c3C)n[nH]c2=S)c1,-4,-1,-2.6,1,-1,-4,9,-1,14*

# Next section
SMILES,SUMO HTRF inh,IDE cell activ,IMP-1 inh,IDE inh,NS3 helicase inh,GalR3 antag,CRFR2-BP antag,pCIP destab,VIM-2 inh
CC(C)c1ccc(C(=O)CC2(O)C(=O)N(CN3CCOCC3)c3ccccc32)cc1 (stereo unspecified),17,4,1.6,-1,20,-3,7,-6,1.1
COCCOC(=O)/C(=C/c1ccc(OC(=O)c2ccccc2)cc1)C(C)=O,8,-3,-0.9,0,0,nt,-175,-1,-1.4
COC(=O)c1ccccc1NC(=O)CNC(=O)c1ccc(OC)c(OC)c1,11,-3,-0.7,2,-3,2,-17,-11,-0.3
COc1ccc(CCN2C(=O)CCC2(C)C(=O)NCc2cccnc2)cc1OC (stereo unspecified),-4,4,-3.9,4,3,-6,8,-8,-2.4
CCOC(=O)C(C)N1C(=O)S/C(=C/c2cc(C)n(-c3ccccn3)c2C)C1=O (stereo unspecified),23,-1,-4.4,1,-3,-4,16,-12,0.6
O=[N+]([O-])c1cccnc1Oc1ccccc1F,-6,0,-4.0,2,10,-3,12,-12,-2.4
Cc1ccc(-c2nc(SCC(=O)c3c(N)n(C4CC4)c(=O)[nH]c3=O)n[nH]2)cc1,nt,-2,nt,4,nt,-1,-9,nt,nt
O=C(Cn1cncn1)N/N=C/c1ccncc1,17,3,-4.0,-3,-17,-5,6,-5,-3.0
COc1ccc(Nc2ncnc3sc(C)cc23)cc1,1,-2,-2.2,-2,0,nt,6,-8,-0.8
CSc1ccccc1NC(=O)CN(C)C(=O)COc1ncnc2ccccc12,nt,4,nt,8,nt,-6,1,nt,nt
Cc1ccc(NC(=S)N/N=C2\CC3CC=CC23)c(C)c1 (stereo unspecified),-29,5,-3.3,-1,15,-7,-3,6,-2.4
Cc1ccc(C2=NOC3(CC(=O)N(c4ccc(C)cc4)C3=O)C2)cc1 (stereo unspecified),13,4,-1.6,-11,-2,2,4,6,-3.4
CC(Sc1nncs1)C(=O)NC1CCCCC1C (stereo unspecified),21,4,-2.1,2,-7,-2,5,-14,1.6
Fc1cc(Br)cc(F)c1NC(=S)N1CCOCC1,14,2,-1.3,-1,-11,-7,-5,-9,0.8
O=C(Cn1nnc(-c2ccccc2F)n1)Nc1cccc2ncccc12,15,2,-1.4,3,1,0,6,-12,-2.4

# A few values from the entries so far:
# `COc1ccc(S(=O)(=O)N2CCN(c3ccc(F)cc3)CC2)cc1OC` – VIM-2 inh = -0.6
# `CCC(C)CCN1C(Nc2ccccc2)=NC[C@@H]1C` (stereo partly specified) – IMP-1 inh = -3.5

# Outcome played no part in choosing rows; overall some 3.2% were active at least once.
